miR122 inh: inhibitors of miR-122 in Huh7 cells | activation (reporter increase), % at 12.5 µM | Huh7 miR-122 Renilla luciferase sensor, 48 h; neutral wells = 0, positive control = 100 | 0.3% of 340,000 active;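 active = mean replicate activation score at least 90 and every replicate individually at or above 90; inconclusive = only one of the two criteria met; inactive = neither criterion met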;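 also: higher luciferase means less miR-122 activity so hits act as miR-122 inhibitors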
SIRT5 block: blocks human SIRT5 desuccinylation of peptide; Q9NXA8; Purified SirT5, succinyl-peptide AMC, trypsin-coupled fluorescence; inhibition, % at 15 µM; 1.1% of 330,000 active; AID 652115; in the data active = inhibition above about 15%; inconclusive = no clear call, values can overlap the other calls
Target sequence (Q9NXA8 whole entry, looked up): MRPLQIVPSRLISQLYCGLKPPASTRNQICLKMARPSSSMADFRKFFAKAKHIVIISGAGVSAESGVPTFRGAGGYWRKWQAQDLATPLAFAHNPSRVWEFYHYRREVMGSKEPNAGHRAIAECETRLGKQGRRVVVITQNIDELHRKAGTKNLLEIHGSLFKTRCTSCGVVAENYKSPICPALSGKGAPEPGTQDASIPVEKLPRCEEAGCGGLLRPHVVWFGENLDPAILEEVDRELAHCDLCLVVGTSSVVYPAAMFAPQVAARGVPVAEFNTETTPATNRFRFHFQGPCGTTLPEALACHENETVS
Casp6 inh: caspase-6 (human) enzyme inhibition; P55212; purified caspase-6, Z-VEID-R110 cleavage fluorescence; inhibition, % at 12.5 µM; 0.53% of 350,000 active; AID 686996;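 active = mean inhibition across replicates at least about 35%, with every replicate also reaching that limit, limit read from the data; inconclusive = only one of the two criteria met; inactive = neither criterion met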;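 also: 0% = median of neutral control wells and 100% = no fluorescence left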
Target sequence (P55212 24-179 limits assumed): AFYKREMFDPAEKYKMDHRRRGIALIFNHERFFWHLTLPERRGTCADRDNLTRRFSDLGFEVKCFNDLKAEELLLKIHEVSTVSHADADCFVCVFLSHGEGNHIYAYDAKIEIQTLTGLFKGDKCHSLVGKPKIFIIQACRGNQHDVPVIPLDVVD
Target sequence (P55212 194-293 limits assumed): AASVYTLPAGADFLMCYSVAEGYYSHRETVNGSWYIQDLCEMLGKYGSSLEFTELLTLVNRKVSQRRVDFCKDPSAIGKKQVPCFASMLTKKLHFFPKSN
DENV2 CPE rescue: DENV2-induced cell death inhibition. DENV2-infected cells, cytopathic effect rescue, plate reader. CPE inhibition, % at 9.99 µM. 1.7% of 350,000 active. AID 651640; in the data active = CPE inhibition above about 20%, passing the limit was not always enough; inconclusive = no clear call, values can overlap the other calls; tested in BHK-21 cells;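 also: 0% = median of neutral control wells and 100% = median of positive control wells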
F508del corr: CFTR F508del correction in bronchial cells. CFBE cells, YFP halide quenching; stimulated with forskolin plus potentiator P3; % fluorescence drop versus neutral controls. activity (quench increase), % at 7.58 µM. 0.36% of 350,000 active. AID 720511;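 active = mean added fluorescence quench of at least 8% versus neutral control, with both replicates also reaching 8%; inconclusive = only one of the mean or replicate conditions met; inactive = mean below 8% and not both replicates reaching 8%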;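 also: cells transiently co-express mutant CFTR-F508del with the halide-sensitive YFP; corrector assay measuring rescue of mutant channel to the surface after 24 h compound exposure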
ERp5 inh: ERp5 (human) disulfide isomerase inhibition | inhibition, % at 9.99 µM | 0.05% of 350,000 active | ERp5 insulin aggregation, absorbance 650 nm, 90 min | Q15084;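 active = mean replicate inhibition above about 25%, with every replicate also reaching it, limit read from the data, passing the limit was not always enough; inconclusive = only one of those two criteria met; inactive = neither criterion met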
Target sequence (Q15084 whole entry, looked up): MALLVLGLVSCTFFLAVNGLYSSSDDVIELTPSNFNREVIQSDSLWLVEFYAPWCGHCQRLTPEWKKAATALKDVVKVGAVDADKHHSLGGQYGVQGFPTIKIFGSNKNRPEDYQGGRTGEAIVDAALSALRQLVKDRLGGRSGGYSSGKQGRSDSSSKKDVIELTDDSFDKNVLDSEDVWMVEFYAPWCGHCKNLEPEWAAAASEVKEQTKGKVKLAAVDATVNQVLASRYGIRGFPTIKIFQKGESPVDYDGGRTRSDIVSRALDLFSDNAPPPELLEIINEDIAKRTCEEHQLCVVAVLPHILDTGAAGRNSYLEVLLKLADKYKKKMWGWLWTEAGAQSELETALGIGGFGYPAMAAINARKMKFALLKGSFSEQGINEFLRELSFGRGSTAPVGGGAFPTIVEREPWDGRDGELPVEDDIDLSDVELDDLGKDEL
ERAP1 inh: inhibitors of human ERAP1 aminopeptidase. Q9NZ08. recombinant ERAP1, Leu-AMC fluorescence, 60 min. inhibition, % at 10.7 µM. 0.15% of 340,000 active;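 active = mean replicate inhibition of at least 30%, or all replicates individually reaching that 30% level; inactive = mean below 30% and not every replicate reaching it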;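 also: 0% = neutral control wells and 100% = L-leucinethiol positive control wells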
Starred values were filed as active, the others as inactive; ? = inconclusive; / = no result given; [ ] = dose if it differs, or a comment.

Sample of the layout:
structure	miR122 inh	SIRT5 block	Casp6 inh	DENV2 CPE rescue	F508del corr	ERp5 inh	ERAP1 inh
COc1cccc(-c2nc(C(N)=O)c3[nH]c(=O)n(-c4cccc(Cl)c4)c3n2)c1OC	0.6	-1.6	1.8	-1.7	2.5	1.2	2.5
CCOC(=O)CNC(=O)N1CCCC(C(=O)c2ccccc2SC)C1 (configuration not stated)	/	-1.9	-6.4	0.8	-0.1	0.7	0.6

The listing, repeating the preview:
structure	miR122 inh	SIRT5 block	Casp6 inh	DENV2 CPE rescue	F508del corr	ERp5 inh	ERAP1 inh
COc1cccc(-c2nc(C(N)=O)c3[nH]c(=O)n(-c4cccc(Cl)c4)c3n2)c1OC	0.6	-1.6	1.8	-1.7	2.5	1.2	2.5
CCOC(=O)CNC(=O)N1CCCC(C(=O)c2ccccc2SC)C1 (configuration not stated)	/	-1.9	-6.4	0.8	-0.1	0.7	0.6
O=NN(C(=O)NC1CCC(C(=O)O)CC1)C1CCC(C(=O)O)CC1 (configuration not stated)	/	-0.8	-0.8	10.6	-1.7	1.9	6.7
C[C@H](CO)N1C[C@H](C)[C@@H](CN(C)Cc2ccc(Cl)c(Cl)c2)Oc2ccc(NS(=O)(=O)c3ccccc3)cc2CC1=O	-3.1[16.7 µM]	28.0*	-1.2	12.2	-0.4	3.2	-0.6
CCOc1ccc(Oc2ccc(NC(=O)[C@@H](NC(N)=O)[C@@H](C)CC)cc2)cc1	5.4	2.9	-0.6	10.8	-0.6	-1.9	5.3
CO[C@H]1CN(C)C(=O)c2ccc(NC(=O)c3ccc(-c4ccccc4)cc3)cc2OC[C@H](C)NC[C@H]1C	/	4.8	/	-3.0	-6.7	2.1	/
O=C(NCC1CCCO1)c1nnc(Cc2ccc(F)cc2)o1 (configuration not stated)	-3.2	/	-1.0	-8.2	1.2	-3.7	2.0
CCOc1cccc(CNCCSc2nnnn2C)c1	-0.1	-3.2	-3.3	2.6	-2.8	-1.9	0.0
NCC(O)(c1ccc(Cl)cc1)c1ccc(Cl)cc1	-3.5	-8.3	7.6	-5.9	-0.4	6.0	0.5
Cc1cccc(-c2ccc([C@H]3[C@H](CO)N4C(=O)CN(C(=O)c5ccccc5)C[C@@H]34)cc2)c1	/	-0.1	2.9	-5.2	-1.6	-0.9	1.9
C[C@@H]1CN([C@@H](C)CO)S(=O)(=O)c2ccc(C#CC3CCCCC3)cc2O[C@H]1CN(C)Cc1cccnc1	5.5[16.7 µM]	13.1	/	-4.3	3.6	1.1	/
COc1cc(C(=O)Nc2ccc(S(=O)(=O)Nc3cnc4ccccc4n3)cc2)cc(OC)c1OC	0.9	-8.3	4.1	0.9	-0.6	1.4	1.4
COc1cc(/C=N\Nc2nc(-c3cccs3)c(NC(C)=O)s2)ccc1O	4.0	7.0	2.8	-7.3	1.7	?	-1.4
Cc1ccc(NC(=O)C(C)SCc2ccccc2)cc1 (configuration not stated)	9.3	/	2.2	-0.8	0.9	2.1	-2.6
CC(C)Oc1ccc(CC(=O)NNC(=S)Nc2ccccc2)cc1	3.2	-0.4	1.5	3.0	-0.5	1.9	/
Cc1cccc(-n2c(C)nc3ccsc3c2=O)c1	/	-5.6	6.0	-4.3	1.8	0.5	/
COc1ccc(NC(=O)c2nc(C)c(C3(C)CC(c4cccnc4)=NO3)s2)cc1 (configuration not stated)	24.5	/	/	0.2	17.2*	-5.4	1.5
COc1ccc(Cn2cccc(NC(=O)Nc3cccc(OC)c3)c2=O)cc1	-1.5	0.6	5.1	2.0	0.7	16.7	-8.3
COc1ccc(CCNC(=O)c2cc3sc(Cl)cc3n2C)cc1OC	-4.4	-1.0	1.9	9.5	-0.3	4.5	1.9
C[C@@H]1CCCCO[C@H](CN(C)C(=O)c2ccncc2)[C@@H](C)CN([C@H](C)CO)C(=O)c2cc(NS(=O)(=O)c3ccc(Cl)cc3)ccc2O1	6.2[16.7 µM]	-1.1	-1.3	-3.1	-3.9	-0.7	-1.9
Cc1ccc(S(=O)(=O)NC(=O)c2ccc(-c3ccc(C)c4ccccc34)o2)cc1	3.5	/	28.3	-11.5	-3.3	-0.3	1.7
COc1ccc(/C(C)=N/NC(=S)NCCc2ccccc2)cc1	/	0.5	3.8	-1.5	2.9	1.3	-0.7
COc1ccc(C(=O)OCCN=C2NS(=O)(=O)c3ccccc32)cc1OC	-0.8	0.3	4.8	/	/	-1.1	2.2
COc1cc(OC)cc(-c2c(-c3cccs3)c3cc(-c4ccc(OC)c(OC)c4)ccc3n2C)c1	-5.4	-3.6	-1.7	-1.1	-0.7	2.5	-1.1
Cc1c(-c2ccc(Br)cc2)[n+](=O)c2c(n1[O-])CCCCC2	-8.5	-4.5	1.5	0.0	-0.4	1.5	3.7
Cc1ccc(S(=O)(=O)Nc2ccccn2)cc1[N+](=O)[O-]	3.0	-0.3	4.1	0.9	1.0	6.4	-0.1
Cc1ccc(-c2ccc3c(c2)O[C@@H](CN(C)C(=O)CC2CC2)[C@@H](C)CN([C@@H](C)CO)S3(=O)=O)cc1	12.9[16.7 µM]	2.2	-3.6	-1.3	2.2	0.1	2.0
COc1cc(NC(=O)c2[nH]c(C)c(C(C)=O)c2C)cc(OC)c1OC	-0.8	3.1	3.1	-5.1	2.2	4.0	0.8
Cc1ccc(S(=O)(=O)N/N=C/c2cccc(OC3CSC3)c2)cc1	-3.3	-2.1	7.5	2.3	/	-3.2	1.5
O=C(N[C@H]1C=C[C@H](CC(=O)N2CCOCC2)O[C@H]1CO)c1ccccn1	/	29.4*	2.5	5.9	-3.2	1.5	0.1
Cn1c(SCCOc2ccc(F)cc2)nnc1-c1ccncc1	-9.9	-2.6	0.3	16.7	0.0	5.1	-0.3
O=C(Nc1ccccc1)N[C@@H]1CC[C@H](CCNS(=O)(=O)c2ccccc2F)O[C@H]1CO	/	-1.3	-2.2	2.4	-0.7	-0.5	-2.6
C[C@H]1CN([C@@H](C)CO)C(=O)c2cc(-c3ccccc3)cnc2O[C@H]1CN(C)C(=O)Cc1cccnc1	-1.5[16.7 µM]	-3.9	-2.5	-1.9	2.1	-1.7	-3.1
COCC(=O)N1CCC(Oc2ccc(C(=O)N3C[C@@H](C)O[C@@H](C)C3)cc2)CC1	/	-0.1	0.0	-3.6	3.0	-4.2	-0.9
COc1ccc(NC(=O)Nc2ccc3c(c2)C(=O)N([C@@H](C)CO)C[C@H](C)[C@H](CN(C)C(=O)Nc2cccc4ccccc24)O3)cc1	-14.8[16.7 µM]	1.8	-0.4	31.1*	-4.5	-1.0	-1.2
CN1C(C(=O)NCc2ccc(OC(F)(F)F)cc2)CC2Cn3c(nc4cc(Cl)c(Cl)cc43)C21 (configuration not stated)	-5.7	/	2.4	-8.7	-3.7	5.4	-0.4
CC(=O)Nc1ccc(NC(=O)C/C(C)=N/NC(=O)COc2cc(C)c(Br)cc2Br)cc1	/	-2.7	-0.3	10.7	0.8	-0.8	-0.9
O=C(CN1CCOCC1)N1CCCCN2[C@H](CO)[C@H](c3ccc(-c4ccccc4)cc3)[C@H]2C1	-0.2[16.7 µM]	-2.4	3.1	18.8	-0.9	6.8	0.9
C=CCNC(=O)NC(=O)CSc1nnc(C(F)(F)F)n1C	-11.7	-3.5	2.5	/	0.7	6.0	4.0
N/C(=N\OC(=O)CCCCCN1C(=O)c2ccccc2C1=O)c1ccccn1	/	-0.9	-3.1	0.6	-5.5	-2.0	-0.2
O=C(CC(=O)c1ccncc1)c1ccccc1	/	2.0	-1.2	18.9	5.5	-3.8	1.5
CC(C)(C)c1ccc(C(=O)c2cn[nH]c2-c2ccccc2O)cc1	-8.2	-1.3	2.3	4.3	2.5	-0.8	0.8
COc1ccc(NCC(=O)N/N=C/c2c(C)nn(Cc3ccccc3)c2Cl)cc1	-7.5	-1.5	3.6	-3.9	/	8.4	-0.8
C[C@@H]1CN([C@@H](C)CO)C(=O)c2cc(C3=CCCCC3)cnc2O[C@@H]1CN(C)Cc1cccc(F)c1	2.5[16.7 µM]	2.1	-0.1	-4.8	-0.2	-5.5	2.1
O=C(CSc1nccn(-c2ccc(Br)cc2)c1=O)NC1CCCC1	/	-7.3	-1.6	-1.7	-0.6	1.8	3.3
O=C(NCC1CCCO1)c1ccc(Br)o1 (configuration not stated)	-7.1	1.5	/	-2.9	-2.0	-1.5	-0.8
CCCCNC(=O)CN1C(=O)c2cccc(N)c2C1=O	/	-2.8	/	/	3.4	1.3	-11.4
COCCC(=O)N1CCC(Oc2ccc(C(=O)N3CCC[C@H]3CO)cc2)CC1	/	0.3	-0.9	-0.2	-2.9	4.2	1.6
O=C(CN1CCC(NC(=O)c2ccccc2Cl)CC1)NCc1ccccc1	/	-9.7	-2.0	?	-3.6	4.8	-4.2
COc1cc(C(=O)NNC(=O)c2cccc(Cl)c2)ccc1OCC(=O)N1CCOCC1	/	-0.6	-1.9	-3.8	-0.5	6.6	-2.9
COc1cccc(NS(=O)(=O)c2ccc(-c3coc(C)n3)cc2)c1	40.4	-3.5	2.8	1.8	-1.1	-4.0	3.2
O=C(COC(=O)CNC(=O)c1ccccc1Cl)Nc1ccccc1Cl	-3.6	-3.4	-5.8	14.2	-0.1	10.9	-2.6
O=C(Cc1cn2ccsc2n1)Nc1ccccn1	/	2.7	-2.3	/	/	5.8	1.1
COc1ccc(C(=O)NCc2ccc3c(c2)OCO3)cc1	0.0	-0.5	2.6	/	0.2	-1.7	-2.8
CCOCc1nnc(NC(=O)COc2ccc3c(c2)OCO3)s1	0.3	-2.5	-5.2	2.0	2.2	-2.4	-6.7
CCCc1cc(NCc2ccccn2)n2nc(C)c(-c3ccccc3)c2n1	-14.8	0.1	0.6	-5.3	-0.5	-3.8	-1.2

The listing continues:
structure	miR122 inh	SIRT5 block	Casp6 inh	DENV2 CPE rescue	F508del corr	ERp5 inh	ERAP1 inh
Cc1ccc(-c2[nH]ncc2CN2CCN(C(=O)c3cccs3)CC2)cc1C	2.7	0.8	-2.5	-4.1	1.2	0.6	-3.5
O=C(Nc1cccc(F)c1)c1cccnc1N1CCOCC1	4.5	0.3	1.0	/	/	-3.0	-0.7
COc1ccc(CCNC(=O)COC(=O)c2ncc(Cl)c(Cl)c2Cl)cc1OC	-0.9	/	1.1	1.7	-1.3	-3.3	-1.5
O=C(C[C@H]1C[C@@H]2c3cc(NC(=O)NC4CCCCC4)ccc3O[C@@H]2[C@@H](CO)O1)NCc1ccccc1	-3.2[16.7 µM]	0.5	-2.1	-10.9	-1.4	1.8	5.0
Cc1cc(C)c(C)c(S(=O)(=O)N2CCN(C(=O)C3CCC3)CC2)c1C	/	-0.7	-1.8	-1.8	-1.3	-1.4	-7.0
COc1ccccc1C#Cc1ccc2c(c1)O[C@@H](CN(C)Cc1ccccc1)[C@@H](C)CN([C@H](C)CO)S2(=O)=O	-6.3[16.7 µM]	5.6	-1.4	1.2	1.6	-1.7	-0.9
COc1ccccc1-c1cc(=O)c2c(O)ccc([N+](=O)[O-])c2o1	?	/	/	?	2.0	-0.4	/
C[C@H](CO)N1C[C@H](C)[C@@H](CN(C)C(=O)Cc2ccccc2)Oc2cc(C3=CCCCC3)ccc2S1(=O)=O	32.5[16.7 µM]	10.7	-2.9	-8.1	-0.5	6.2	-0.5
Cc1noc(C)c1NC(=O)Nc1cccc2c1O[C@H](CN(C)C(=O)Nc1ccc3c(c1)OCO3)[C@H](C)CN([C@@H](C)CO)C2=O	-11.4[16.7 µM]	-0.8	-1.5	-6.5	-1.1	-7.9	2.1
Cc1noc(C)c1NC(=O)Nc1cccc2c1O[C@@H](CN(C)C(=O)Nc1cccc3ccccc13)[C@H](C)CN([C@@H](C)CO)C2=O	-7.9[16.7 µM]	1.1	-2.8	4.0	0.9	-2.7	-5.5
COc1cccc(-c2cc3nc(NCc4cccnc4)n(C)c(=O)c3s2)c1	4.3	-1.5	0.0	?	0.2	-4.7	0.1
CCc1ccc(N=C2NC(=O)/C(=C/c3cc(OC)c(O)c(OC)c3)S2)cc1	/	/	-2.4	-0.3	-0.4	3.1	0.1
O=C1NC(c2ccccc2)=C(c2nc3ccccc3s2)C(c2ccccc2)N1 (configuration not stated)	-2.2	-1.6	0.1	3.8	-7.5	1.0	3.2

Assay outcomes as filed in PubChem BioAssay.
